Source: PubChem BioAssay
TDP1 block: blocks human tyrosyl-DNA phosphodiesterase 1; recombinant TDP1, AlphaScreen DNA substrate cleavage; Potency, µM (top dose mostly 130 µM), for inactives: at the highest dose activity change, negative = inhibition, most hits filed as inhibitors; 350,000 compounds, 0.28% hits; AID 485290; note: nearly all actives have a fitted effect of over 40% in size
Target sequence (Q9NUW8 whole entry, looked up): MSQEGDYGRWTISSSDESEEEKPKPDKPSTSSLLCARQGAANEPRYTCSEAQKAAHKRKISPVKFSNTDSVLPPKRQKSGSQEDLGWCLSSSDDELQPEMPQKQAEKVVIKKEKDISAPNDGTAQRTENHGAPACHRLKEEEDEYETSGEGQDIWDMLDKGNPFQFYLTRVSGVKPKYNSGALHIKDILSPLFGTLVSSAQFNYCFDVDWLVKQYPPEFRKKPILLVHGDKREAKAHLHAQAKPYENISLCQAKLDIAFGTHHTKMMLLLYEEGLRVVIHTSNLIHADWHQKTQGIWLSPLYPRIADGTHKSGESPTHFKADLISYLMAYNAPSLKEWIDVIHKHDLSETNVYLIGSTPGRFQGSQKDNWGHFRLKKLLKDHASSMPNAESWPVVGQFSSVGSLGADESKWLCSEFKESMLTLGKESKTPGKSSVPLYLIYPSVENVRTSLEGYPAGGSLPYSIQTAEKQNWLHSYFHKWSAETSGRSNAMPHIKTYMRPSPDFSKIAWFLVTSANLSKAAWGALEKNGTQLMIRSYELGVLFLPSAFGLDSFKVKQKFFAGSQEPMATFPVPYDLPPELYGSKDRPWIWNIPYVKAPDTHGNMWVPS
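Steps: enzyme plus compound, 15 min RT; add biotin/phosphotyrosine-FITC oligonucleotide (15 nM final), react 5 min; add donor/acceptor beads (10 ug/ml final), 10 min; read AlphaScreen. Tdp1 at 1 nM final.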
FEN1 inhibitor: human FEN1 inhibition; AID 588795; P39748; Recombinant FEN1 flap cleavage, fluorescence, 15 min; Potency, µM (highest dose often 114 µM), for inactives: top-dose activity change, negative = inhibition, most hits filed as inhibitors; 390,000 compounds, 0.35% hits; note: nearly all actives have a fitted effect of over 65% in size
Target sequence (P39748 whole entry, looked up): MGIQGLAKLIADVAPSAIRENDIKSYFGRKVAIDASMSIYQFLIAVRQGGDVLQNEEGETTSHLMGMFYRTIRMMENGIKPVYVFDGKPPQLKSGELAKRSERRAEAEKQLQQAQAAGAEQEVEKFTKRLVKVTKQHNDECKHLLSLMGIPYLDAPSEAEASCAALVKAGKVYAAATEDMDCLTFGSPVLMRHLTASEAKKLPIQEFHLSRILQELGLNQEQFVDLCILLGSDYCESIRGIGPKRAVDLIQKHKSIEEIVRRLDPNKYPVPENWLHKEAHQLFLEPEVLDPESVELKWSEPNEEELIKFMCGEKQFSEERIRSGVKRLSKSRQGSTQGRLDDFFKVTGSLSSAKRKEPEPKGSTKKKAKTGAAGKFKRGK
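Read-out was taken twice, immediately and after 15 min, following addition of 50 nM substrate to 10 nM FEN1 that had sat with test compound for 15 min at room temperature. Curves came from a four-parameter Hill model.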
N370S GC mod: inhibits or activates N370S mutant glucocerebrosidase | N370S GC spleen homogenate, 4MU-glucoside fluorescence | Potency, µM (doses to about 59.4 µM), for inactives: at the highest dose activity change, negative = inhibition, most hits filed as inhibitors | 330,000 compounds, 0.092% hits | AID 2101;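 note: 0% = full enzyme activity and -100% = no enzyme basal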
* hit, by the source's call; ? = inconclusive; / = no result given; & = joins results of further samples; [ ] = dose if it differs, or a comment. Calls come from the whole dose curve; as a rule, active = well fitted curve in the direction sought with a large enough effect; inconclusive = small, poorly fitted or top-dose-only effect, or another doubt; inactive = no such curve, though single readings can be large; an effect the other way counts as inactive or inconclusive. Unless noted, % is set by controls: 0 for no effect and ±100 for the full control effect; potency is the fitted concentration of half-maximal effect.

SMILES	TDP1 block	FEN1 inhibitor	N370S GC mod
CCOc1ccc(C(CC(=O)Nc2cc(C)c(Cl)cc2OC)N2Cc3ccccc3C2=O)cc1OC (stereo not given)	3%	14%	/
Cc1ccc(S(=O)(=O)NC(C)(C)CSc2nnc(Nc3ccccc3)s2)cc1	4%	-4%	3%
COc1ccc(-c2oc3cc(OC)c(OC(C)=O)c(OC)c3c(=O)c2OC)cc1OC(C)=O	8%	/	-21%
COc1ccc(NC(=S)NNC(=O)CNc2ccc(Cl)cc2)cc1	11%	5%	-15%
CC1=CC(C)(C)Nc2ccc(C)cc21	7%	5%	-10%
Cc1cc(C(=O)COc2ncnc3sccc23)c(C)n1C1CC1	-3%	-5%	3%
O=C(OCCCN1C(=O)c2ccccc2C1=O)c1ccco1	9%	-2%	6%
Cc1cc(Cl)ccc1NC(=O)c1ccc2c(c1)OCO2	0%	0%	-14%
COc1cccc(N(C(=O)c2nc3nccc(C)n3n2)c2nc3ccccc3s2)c1	4%	0%	2%
O=C(Nc1ccnn1C1CCN(Cc2ccn[nH]2)CC1)c1ccccc1	5%	5%	4%
O=C(NNC1=NCCC1)c1cccc(S(=O)(=O)N2CCCCC2)c1	5%	18%	1%
COC(=O)c1ccc(-c2noc(CN3CCCCC3c3nccn3C)n2)cc1 (stereo not given)	6%	-11%	-1%
COc1cc(OC)cc(-c2nc3ccccc3c(=O)n2OC(=O)c2ccc(C)c(C)c2)c1	2%	-1%	17%
O=C(Nc1ccc2c(c1)OCO2)N1CCN(C/C=C/c2ccccc2)CC1	1%	-1%	-6%
CCCN1CCC(=O)N([C@H](COc2ccccc2)Cc2ccccc2)CC1	/	-5%&-6%	-3%
C[C@H](CO)N1C[C@H](C)[C@@H](CN(C)C(=O)Nc2ccccc2)Oc2ccc(NC(=O)CCC(F)(F)F)cc2C1=O	1%	-1%	/
COc1ccc(S(=O)(=O)NCC(=O)Nc2ccc3c(c2)OCCO3)cc1OC	-9%	4%	-2%
O=C(CCNS(=O)(=O)c1ccc(OC(F)(F)F)cc1)NCCc1c[nH]c2ccccc12	2%	-1%	/
Cc1cc(NS(=O)(=O)c2ccc(NC(=O)Nc3cccc(C(F)(F)F)c3)cc2)no1	1%	7%	-10%
Cc1cc(C)n(-c2nc3c(c(=O)[nH]c(=O)n3C)n2CC(O)COc2ccc(Cl)cc2Cl)n1 (stereo not given)	2%	1%	19%
CC1(C)C(c2cccs2)=[N+]([O-])C2(CCCCC/C2=N\NC(N)=S)N1O (stereo not given)	5%	7%	4%
O=c1[nH]cnc(O)c1C(c1ccc(F)cc1)c1c(O)nc[nH]c1=O	3%	-12%	2%
CCc1cc(=O)[nH]c(SCc2ccc(C)cc2)n1	-3%	-3%	2%
O=C(CSCc1ccc(Cl)cc1)N1CCCCC1	1%	7%	3%
COc1ccc(CN(C(=O)c2oc3ccccc3c2C)C2CCS(=O)(=O)C2)cc1 (stereo not given)	3%	-12%	-2%
(list continues)
SMILES	TDP1 block	FEN1 inhibitor	N370S GC mod
CC12CCC(C(=O)Nc3cccc(Cl)c3Cl)([C@H](Br)C1=O)C2(C)C (stereo not given in full)	-4%	-6%	2%
Cn1c(=O)c2c(-c3ccccc3)n3c(c2n(C)c1=O)C(c1cccc([N+](=O)[O-])c1)Nc1ccccc1-3 (stereo not given)	9%	-5%	/
O=C(/C=C/c1ccccc1Cl)N(Cc1cccs1)C1CCS(=O)(=O)C1 (stereo not given)	/	-16%	4%
CSc1ccc(N2C(=O)NC3(CCCCC3)C2=O)cc1	-1%	8%	7%
CCN(CC(=O)NCCCN1CCOCC1)S(=O)(=O)c1ccc(Cl)cc1	4%	-2%	-2%
O=C(NNC(=O)c1csc(N2CCOCC2)n1)c1cccnc1	/	2%	0%
COC(=O)c1cc(NS(=O)(=O)c2ccc(NC(C)=O)cc2)ccc1Cl	8%	1%	-3%
O=C(Nc1cccnc1)c1ccc(F)cc1	5%[56.1 µM]	-15%	-5%
O=C(Nc1nc2nc(-c3ccccc3)cc(-c3ccccc3)n2n1)c1ccco1	8%	7%	-21%
CC(=O)C(Sc1nc(N(C)C)nc(N(C)C)n1)C(=O)Nc1ccccc1 (stereo not given)	8%	3%	16%
Cc1ccc(S(=O)(=O)c2nc(S(C)(=O)=O)sc2N2CCOCC2)cc1	2%	20%	9%
Cc1ccc(C(C)C)c(OCC(=O)NC2CCN(C)CC2)c1	2%	17%	-8%
COc1cccc(CNC(=O)c2cccc(S(=O)(=O)N3CCN(c4ccc(F)cc4)CC3)c2)c1	/	-10%	1%
COc1ccc(N(CC(=O)Nc2ccc(S(=O)(=O)N3CCOCC3)cc2)S(=O)(=O)c2ccccc2)cc1	5%	12%	-7%
CCOC(=O)Nc1ccc2c(CN3CCC(C(=O)OC)CC3)cc(=O)oc2c1	/	0%	-9%
Cc1cc(SC(C)C(=O)Nc2c(C)n(C)n(-c3ccccc3)c2=O)nc2ccccc12 (stereo not given)	0%	-6%	-3%
CC1(C)C2CCC1(CS(=O)(=O)N1CCC(C(N)=O)CC1)C(=O)C2 (stereo not given)	5%	15%	1%
Cc1ccc(NC(=O)Cn2c(=O)n(Cc3ccco3)c(=N)c3c4c(sc32)COC(C)(C)C4)cc1	6%	-6%	-2%
Cc1ccc(NC(=O)C2=CCN(S(=O)(=O)c3ccc(F)cc3)CC2)c(C)c1	-3%	2%	-12%
O=C(CNC(=O)c1n[nH]c2ccccc12)Nc1ccc(F)c(F)c1F	0%	8%	/
CCCCNC(=O)CC(NS(=O)(=O)c1ccc(C)cc1)c1ccco1 (stereo not given)	-5%	-17%	?
COC(=O)c1cccc(NC(=S)Nc2cc(Cl)ccc2OC)c1	5%	-13%	1%
Cc1cccc(/C=C2/SC(=O)N(Cc3ccccc3Cl)C2=O)n1	0%	6%	7%
COc1ccc(S(=O)(=O)N(CC(=O)Nc2ccc3c(c2)OCO3)c2ccccc2OC)cc1	6%	-17%	?
COc1cc(NC(=O)CSc2cc(=O)n(C)c3ccccc23)cc(OC)c1OC	0%	-6%	/

Given with the structure last: entries from further up
| TDP1 block | FEN1 inhibitor | N370S GC mod | molecule |
| --- | --- | --- | --- |
| -4% | -6% | 2% | CC12CCC(C(=O)Nc3cccc(Cl)c3Cl)([C@H](Br)C1=O)C2(C)C (stereo not given in full) |
| 9% | -5% | / | Cn1c(=O)c2c(-c3ccccc3)n3c(c2n(C)c1=O)C(c1cccc([N+](=O)[O-])c1)Nc1ccccc1-3 (stereo not given) |
| / | -16% | 4% | O=C(/C=C/c1ccccc1Cl)N(Cc1cccs1)C1CCS(=O)(=O)C1 (stereo not given) |
| -1% | 8% | 7% | CSc1ccc(N2C(=O)NC3(CCCCC3)C2=O)cc1 |
| 4% | -2% | -2% | CCN(CC(=O)NCCCN1CCOCC1)S(=O)(=O)c1ccc(Cl)cc1 |
| / | 2% | 0% | O=C(NNC(=O)c1csc(N2CCOCC2)n1)c1cccnc1 |
| 8% | 1% | -3% | COC(=O)c1cc(NS(=O)(=O)c2ccc(NC(C)=O)cc2)ccc1Cl |
| 5%[56.1 µM] | -15% | -5% | O=C(Nc1cccnc1)c1ccc(F)cc1 |
| 8% | 7% | -21% | O=C(Nc1nc2nc(-c3ccccc3)cc(-c3ccccc3)n2n1)c1ccco1 |
| 8% | 3% | 16% | CC(=O)C(Sc1nc(N(C)C)nc(N(C)C)n1)C(=O)Nc1ccccc1 (stereo not given) |
| 2% | 20% | 9% | Cc1ccc(S(=O)(=O)c2nc(S(C)(=O)=O)sc2N2CCOCC2)cc1 |
| 2% | 17% | -8% | Cc1ccc(C(C)C)c(OCC(=O)NC2CCN(C)CC2)c1 |

(more compounds)
SMILES	TDP1 block	FEN1 inhibitor	N370S GC mod
CCN(c1ccccc1)S(=O)(=O)c1ccc(OC)c(NC(=O)CN(C)C)c1	-8%	11%	1%
COc1cc(/C=N/N2C(=O)C3C4C=CC(CC4)C3C2=O)ccc1O (stereo not given)	-3%	0%	-3%
Cc1ccc(N2C(=N)/C(=C3/Nc4ccccc4S3)C(c3ccccc3)C2=O)cc1 (stereo not given)	8%	-5%	9%
CC(C)CCN1CCC(n2nccc2NC(=O)c2ccc3c(c2)OCO3)CC1	1%	5%	-4%
O=C(Nc1nncs1)c1ccc(Br)c(S(=O)(=O)N2CCCC2)c1	3%	-7%	0%
COc1cc(/C=C/C(=O)/C=C(O)/C=C/c2ccc(O)c(OC)c2)ccc1O	8%	?	-25%&-27%
C=CCC[C@H](Cc1ccc(F)cc1)C(=O)OC[C@H](Cc1c[nH]c2ccccc12)NC(=O)[C@@H](CC=C)CC(=O)N(CCO)Cc1ccccc1	3%	?	/
Cc1ccccc1C(=O)Nc1ccccc1C(=O)N1CCC(C)CC1	/	89µM*	0%
O=C(C(Cl)c1ccccc1)N1CCCC1 (stereo not given)	11%	-1%	1%
CCOC(=O)N1CCN(C(=O)c2cc3cc(Cl)ccc3[nH]2)CC1	/	-1%	3%
Cc1nc(Cl)sc1C(=O)Nc1ccc(Cl)cc1	1%	1%	?
COc1ccc(C(=O)COc2nc(C)cc(C)c2C#N)cc1	5%	-23%	9%
CCCC(O)(c1ccc(OC)cc1)C(CN1CCOCC1)c1ccc(Cl)cc1 (stereo not given)	/	-7%	-4%
COc1ccc2c(Cl)c(C(=O)N/N=C/c3c(C)[nH]c4ccccc34)sc2c1	5%	-14%	?
CCOC(=O)c1c(-c2ccccc2)oc2ccc(OCC(=O)NN)cc12	/	1%	4%
CCC(C(=O)NC(C)(C)C)N(C(=O)Cn1nnc(-c2ccccc2F)n1)c1cnc2ccccc2c1 (stereo not given)	0%	-8%	1%
COc1ccc2[nH]c(C(=O)Nc3ccccc3Cl)cc2c1	3%	14%	4%
CCCCn1c(Nc2ccc(OC)cc2)nc2ccccc21	2%	-7%	-1%
CCCCn1cnc2c1c(=O)[nH]c(=O)n2CCCC	3%	3%	5%
CCc1ccc(N2CC(C(=O)NC3=NCCS3)CC2=O)cc1 (stereo not given)	3%	-13%	2%
CCCCCCCNC(=O)C1(CC2CC(c3ccc(Cl)cc3)=NO2)CCN(C(=O)c2ccccc2)CC1 (stereo not given)	/	-11%	-2%
CC1CC(N(C(=O)c2ccc(Cl)cc2)c2ccccc2)c2ccccc2N1C(=O)c1ccco1 (stereo not given)	2%	-3%	-3%
CCOC(=O)N1CCC(NC(=O)CS(=O)Cc2nc(-c3ccccc3C)oc2C)CC1 (stereo not given)	2%	-1%	-2%
CC(C)(C)C(=O)Cn1ncc(NC2CC2)c(Br)c1=O	5%	-1%	0%
Cc1ccc(-n2nc(C)c3c(C)cc(=O)n(CC(=O)NC(C)C)c32)cc1	-2%	-1%	/
More records
SMILES	TDP1 block	FEN1 inhibitor	N370S GC mod
O=C(Nc1nnc(COc2ccc(Cl)cc2)s1)c1cccs1	6%	13%	5%
Cn1ccnc1SCc1cn2ccccc2n1	5%	3%	3%
CCc1cc[n+](/C(C(=S)Nc2cccc(C)c2)=C(/[O-])c2ccc(C)c([N+](=O)[O-])c2)cc1	4%	11%	-2%
O=C(O)c1cc(S(=O)(=O)N2CCCCCC2)c(Cl)cc1Cl	5%	-1%	3%
CN(C)C(=S)Nn1c(-c2ccccc2)nc2ccccc2c1=O	4%	14%	16%
CCS(=O)(=O)N1CCN(C(=O)c2ccco2)CC1	5%	-7%	0%
CCCn1c(CN2CCN(C(=O)OCC)CC2)nc2cc(NC(=O)CC)ccc21	/	9%	-2%
Cc1ccc2oc(=O)c3cc(C(=O)NCCCN4CC(C)CC(C)C4)sc3c2c1 (stereo not given)	0%	13%	0%
O=C(Nc1cnn(Cc2ccc(F)cc2)c1)c1cc(-c2ccco2)on1	0%	-2%	6%
CCc1c(C)nc2c(-c3ccccc3)c[nH]n2c1=O	4%	-5%	-16%
O=S(=O)(c1ccc2ccccc2c1)n1nc(-c2ccco2)nc1NCc1ccc(F)cc1	5%	1%	/
Cc1ccc(N2C(=O)Nc3ccc(Br)cc3C2(O)C(=O)NCCN(C)C)cc1C (stereo not given)	/	-6%	-7%
COc1ccc(C(C(=O)OC(C)CN(C)C)c2ccccc2)cc1 (stereo not given)	-2%	0%	2%
CCN(CC)CCN1C(=O)C(=O)/C(=C(/O)c2ccccc2)C1c1ccccc1F (stereo not given)	5%	-8%	1%
Cc1cccn2c(=O)c3cc(C(=O)N(C)C)n(C)c3nc12	-1%	-9%	13%
CC(=O)c1ccc(N2CCN(C(=S)Nc3ccccc3)CC2)cc1	0%	-6%	-4%
CC(=O)C1=C(O)C(=O)N(c2ccc(O)cc2)C1c1ccc(C)cc1 (stereo not given)	/	12%	-2%
Cc1nc(C(C)NC(=O)CCc2nnc(Cc3c[nH]c4ccccc34)o2)cs1 (stereo not given)	8%	-4%	0%
O=C(Nc1ccc(S(=O)(=O)NCC2CCCO2)cc1)c1ccc(Cl)cc1[N+](=O)[O-] (stereo not given)	8%	-18%	-8%
Cc1cc(-c2ccco2)n(CC(=O)NCc2ccco2)n1	3%	1%	1%
CCCOc1ccc(C(=O)Nc2nc(C)c(Cc3ccc4c(c3)OCO4)s2)cc1	8%	13%	27%
CC1(OCON)CCCc2ccccc21 (stereo not given)	/	16%	-7%
CCn1c(COc2ccc3c(c2)CCCC3)nnc1SCC(=O)Nc1ccc(C(=O)OC)cc1	0%	-9%	-2%
CCn1c(=O)n(CC(=O)NCc2ccco2)c(=O)c2ccccc21	2%	-6%	5%
